Apaf-1 inh = human Apaf-1 inhibition; inhibition, % at 20 µM; reconstituted apoptosome caspase-3 activity, DEVD-Rh110 fluorescence; hit rate 0.71% among 330,000; active = inhibition of at least 40% at 20 µM;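 note: plate controls were DMSO wells for no effect and DEVD-CHO caspase inhibitor wells for full effect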
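System: Apoptosome proteins | Medium: Hepes pH 7.5 with detergent and BSA | Also added: Cytochrome c trigger plus (Z-DEVD)2-Rh110 caspase-3 substrate | Incubation: 30 min compound preincubation, 50 min activation, room temperature | Detection: Rhodamine 110 fluorescence at Ex 480/Em 540 nm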
SENP1 inh = inhibitors of human SENP1 SUMO protease catalytic domain; recombinant SENP1 catalytic domain, CyPet-SUMO1-YPet FRET cleavage; Q9P0U3; inhibition, % at 10 µM; hit rate 0.21% among 360,000; AID 624204;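 active = inhibition at least 30% at 10 µM, raw YFP signal under a set limit, fluorescence ratio 0.5 to 1.5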;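 note: 0% = enzyme with DMSO and 100% = no enzyme wells; some results filed as inactive read as strong as hits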
Target sequence (Q9P0U3 419-644 limits assumed): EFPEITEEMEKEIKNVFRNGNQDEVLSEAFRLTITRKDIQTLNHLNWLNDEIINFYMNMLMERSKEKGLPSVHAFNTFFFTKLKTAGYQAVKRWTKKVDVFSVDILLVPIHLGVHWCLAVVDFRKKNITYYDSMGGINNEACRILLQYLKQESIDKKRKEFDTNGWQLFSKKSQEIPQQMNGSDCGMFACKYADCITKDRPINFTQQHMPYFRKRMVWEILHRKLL
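Material: hSENP1 catalytic domain, recombinant; medium: Tris pH 8 with BME, BSA, NP40 and catalase; compound: single concentration of 10 µM compound, 0.5% DMSO final; technique: FRET read of cyan and yellow fluorescence; timing: 50 min enzyme reaction, room temperature, light-protected; reagent: SFCypet-SUMO1-SFYpet substrate at 25 nM; control set: no-enzyme low, enzyme-DMSO high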
SENP8 block-1 = inhibitors of human SENP8 protease. Q96LD8. recombinant SENP8, Nedd8 substrate fluorescence. inhibition, % at 20 µM. hit rate 0.64% among 360,000. AID 602440; in the data active = inhibition mostly above about 40%, no sharp cut-off; inactive = mostly below about 27%
Target sequence (Q96LD8 whole entry, looked up): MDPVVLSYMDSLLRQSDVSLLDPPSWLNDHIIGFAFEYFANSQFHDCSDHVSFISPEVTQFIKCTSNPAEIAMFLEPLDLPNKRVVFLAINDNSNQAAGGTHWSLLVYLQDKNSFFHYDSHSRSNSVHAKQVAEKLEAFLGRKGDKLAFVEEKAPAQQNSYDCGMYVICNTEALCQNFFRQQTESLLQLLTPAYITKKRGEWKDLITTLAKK
UBC13 inh = blocks human UBC13 polyubiquitin chain formation; P61088; TR-FRET; inhibition, % at 20 µM; hit rate 0.47% among 330,000; AID 485273; in the data active = inhibition above about 45%, passing the limit was not always enough; inconclusive = no clear call, values can overlap the other calls
Target sequence (P61088 whole entry, looked up): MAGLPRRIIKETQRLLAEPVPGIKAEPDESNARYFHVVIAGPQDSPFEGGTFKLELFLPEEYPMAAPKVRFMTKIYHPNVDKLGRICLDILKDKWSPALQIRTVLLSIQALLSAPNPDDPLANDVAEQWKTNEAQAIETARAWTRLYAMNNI
APOBEC3G inh = blocks human APOBEC3G single-stranded DNA deamination. recombinant A3G, ssDNA deamination FAM/TAMRA fluorescence. AID 493012. Q9HC16. inhibition, % at 20 µM. hit rate 0.28% among 330,000;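 active = inhibition of at least 40% at 20 µM, with no more than 30% in the related APOBEC3A deaminase screen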;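 note: plate controls were DMSO wells with A3G for no effect and wells lacking A3G enzyme for full effect; some compounds called inactive have numbers as strong as hits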
SENP7 block = SENP7 protease inhibition; Q9BQF6; recombinant SENP7, Z-RLRGG-aminoluciferin luminescence, 40 min; inhibition, % at 5 µM; hit rate 1.5% among 330,000;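 active = inhibition above about 50% at the single test dose, limit read from the data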;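 note: plate controls were DMSO with enzyme for no effect and no enzyme buffer wells for full effect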
SENP8 block-2 = blocks the human protease SENP8 | Q96LD8 | purified SENP8, Z-RLRGG-aminoluciferin cleavage, luminescence | inhibition, % at 10 µM | hit rate 1.2% among 330,000 | AID 2540; in the data active = inhibition above about 50%
SENP6 block = blocks the human protease SENP6; hit rate 1.8% among 330,000; inhibition, % at 10 µM; Q9GZR1; Recombinant SENP6 catalytic domain, aminoluciferin luminescence;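 active = inhibition above about 50% at the single tested dose, limit read from the data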;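 note: plate controls were DMSO wells with enzyme for no effect and DMSO wells lacking enzyme for full effect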
* hit, by the source's call; i = inactive; ? = inconclusive; . = no result given.

#	mol	SENP8 block-2	SENP6 block	SENP1 inh	UBC13 inh	SENP7 block	APOBEC3G inh	Apaf-1 inh	SENP8 block-1
1	Cc1ccc(C(=O)NCCNC(=O)COc2ccccc2Cl)cn1	7	-21	1	6	-5	-11	-2	12
2	Cc1cc(S(=O)(=O)n2cnc3ccccc32)c(C)cc1Cl	4	-4	3	-2	0	-8	-3	18
3	Cc1[nH]c2ccc(-c3nnc(SCC(=O)c4ccccc4F)o3)cc2c1C	-4	14	-2	-8	4	-7	-9	-52
4	O=C(O)CCC(=O)Nc1ccccc1Oc1ccccc1	-2	2	0	1	2	-2	1	-2
5	COc1ccc(C2c3c(ncn(CCCN4CCOCC4)c3=N)Oc3ccc4ccccc4c32)cc1OC (configuration not stated)	-6	-13	1	3	9	-2	7	2
6	CC(O)Cc1nsc(NC(=O)c2cccs2)n1 (configuration not stated)	1	-6	3	-7	13	2	5	-1
7	CC(=O)Nc1sc(N/N=C\c2cccc(Cl)c2)nc1-c1cccs1	4	7	-18	9	6	1	8	-16
8	COc1ccc(-c2c(=O)n(OCc3ccccc3[N+](=O)[O-])c3ccccc3[n+]2[O-])c(OC)c1	6	-11	0	3	-2	-6	-11	-9
9	CCc1cc2c(SCC(=O)c3ccc(C)cc3)ncnc2s1	-11	-21	-1	-3	-9	-3	3	-4
10	COc1cccc(OC)c1C(=O)Nc1ccc2c3c(cccc13)CC2	2	27	-1	0	2	-6	5	10
11	COc1ccc(C(=O)NCCCNC(=O)c2cccnc2)cc1Br	2	7	-1	-8	1	-3	-3	4
12	COc1ccccc1-n1cnc2cc(C(=O)NCC3CCCO3)ccc21 (configuration not stated)	-11	-3	0	1	-9	-10	9	8
13	COc1ccc(CNC(=O)C[C@H]2C[C@H](C(=O)N3CCOCC3)[C@@]3(CCC4CCCC4)c4[nH]c5ccc(Cl)cc5c4CCN3C2=O)cc1OC	.	.	-1	.	4	2	33	-1
14	Cc1c(CN2CCCC(C)C2)c(O)n(CCO)c(=O)c1C#N (configuration not stated)	12	23	1	-3	1	-14	-4	14
15	CC1Cc2ccccc2N1CC(=O)NC(=O)NC(C)(C)C (configuration not stated)	3	10	-6	-2	1	-2	-4	3
16	CSc1nc(N)nc(SCC(=O)C23CC4CC(CC(C4)C2)C3)c1C#N	-1	5	-1	23	-3	-5	11	5
17	COC(=O)c1cnn(C(=O)c2cc(OC)ccc2Br)c1N	6	6	4	1	7	-6	-20	7
18	COc1ccc2c(c1)/C(=N/N1C(=O)c3ccccc3C1=O)C(=O)N2	0	6	.	-14	-3	-5	2	.
19	CCOc1ccccc1N(C(=O)Cn1nnnc1-c1ccc(C)o1)C(CC)C(=O)NC(C)(C)C (configuration not stated)	0	11	-2	2	6	-4	10	-2
20	O=C(CSc1ncccc1C(=O)O)c1cccc(C(F)(F)F)c1	2	-3	3	-7	6	-6	-1	7
21	O=C(O)C(Cc1c[nH]c2ccccc12)NS(=O)(=O)c1cccc2nsnc12 (configuration not stated)	-3	8	-1	-13	-2	-2	3	22
22	COc1cc(/C=C/C(=O)O)cc(S(=O)(=O)NCCCO)c1OC	8	2	2	3	0	-6	-4	-49
23	COc1nc(SC)nc(Cl)c1Cc1ccc(OC(C)C)cc1	3	7	1	3	2	-7	5	6
24	COc1ccc(-c2n[nH]c(=S)n2-c2ccc(Br)cc2)cc1OC	-5	7	2	6	-8	19	1	5
25	Cc1nn(CCOc2ccccc2)c(=O)n1-c1ccccc1	0	8	-1	-10	4	-1	5	3
26	CSc1nc2c(c(-c3ccc(O)cc3)c1C#N)CCC2	-11	-25	-71	?	-3	-5	9	-151
27	N#Cc1c(N)nc2c(c1-c1cccs1)CCCC2	-7	-12	-7	-8	-4	-6	-3	-255
28	CC(C)(C)n1nnnc1C(c1cccnc1)N1CCN(c2ccccc2)CC1 (configuration not stated)	-3	-20	-1	-8	-10	-3	1	18
29	CCOC(=O)C1CCN(C(=O)COC(=O)Cc2ccc(Cl)cc2)CC1	1	-12	0	-7	4	-6	3	20
30	O=[N+]([O-])c1ccc(S(=O)(=O)Nc2ccc(-c3csc(-c4ccccc4)n3)cc2)cc1	-10	-5	.	-4	-1	-3	13	.
31	O=C(c1ccccc1)N1CCN(C(=O)c2cccnc2)CC1	9	2	1	0	-4	-3	2	8
32	Cc1nc(S(=O)(=O)N2CCN(C3c4ccccc4-c4ccccc43)CC2)cn1C	-9	-8	2	13	2	-7	-7	11
33	CCN(C(=O)c1cccs1)c1nnc(-c2ccncc2)s1	39	28	0	3	4	-3	6	-13
34	O=C(CC1C(=O)NCCN1Cc1ccc(Cl)c(F)c1)NC1CCC1 (configuration not stated)	-6	0	-14	-9	14	-5	4	-31
35	O=C(/C=C/c1ccc2c(c1)OCCCO2)c1ccc2ccccc2c1O	-20	-24	-48	-3	1	-8	11	-74
36	COC(=O)/C=C1\S/C(=N/NC(=O)c2ccc(OC)cc2)NC1=O	2	8	54*	-19	-4	-2	13	3
37	Cc1ccc(OCCOCCNC(C)(C)C)c([N+](=O)[O-])c1	-9	-15	1	-6	-6	-6	-8	10
38	O=C(NCCn1cc(SCc2ccccc2)c2ccccc21)c1ccccc1F	-13	-13	0	15	0	-6	14	11
39	CCOC(=O)N1CCN(C(=O)c2ccc(SC)cc2OC)CC1	1	-10	0	0	-5	-6	-9	-5
40	Cc1ccc2nc(-c3ccc(NC(=S)NC4CC(C)(C)NC(C)(C)C4)cc3)sc2c1	-9	-23	-43	91*	-1	-10	50*	-421
41	Cc1cc(NC(=O)/C=C/C(=O)N(CC(=O)NC2CCCC2)c2ccc(F)cc2)no1	-3	-4	2	-1	-8	-5	-11	12
42	CC(=O)Nc1ccc(SCC(=O)N2CCN(S(=O)(=O)c3ccccc3)CC2)cc1	1	2	2	1	1	-6	8	4
43	Cc1ccc(S(=O)(=O)N2CC=C(c3c(C)n(C)c4ccccc34)CC2)cc1	-8	-5	-50	5	-3	-4	7	-32
44	Cc1ccc2[nH]c(=O)c(CN(Cc3ccccc3Cl)C(=O)N3CCOCC3)cc2c1	-8	-17	1	-11	4	0	15	-85
45	CC(=O)Nc1cc[n+](C(C)C(=O)c2ccc(Cl)cc2)cc1 (configuration not stated)	4	2	0	-2	2	-5	-7	8
46	NC(=O)N[C@@H](Cc1c[nH]c2ccccc12)C(=O)OCC(=O)N1CCCCC1	0	-9	-1	-1	-1	-8	-9	6
47	Cc1cc(NC(=O)CCCSc2nc(-c3ccco3)cc(C(F)(F)F)n2)n(-c2ccccc2)n1	-5	-7	-8	-16	-5	-2	26	-34
48	CCN(C(=O)COC(=O)c1ccccc1NCCO)C1CCS(=O)(=O)C1 (configuration not stated)	13	1	-6	14	5	-9	-4	-419
49	CCOC(=O)Cn1nc(NC(=O)c2ccc(C(=O)OC)cc2)cc1C	-9	15	1	-9	9	23	-10	9
50	O=[N+]([O-])c1ccccc1NCCNS(=O)(=O)c1ccc(Cl)cc1	2	-4	3	-18	-4	-8	-1	13
51	CCOC(=O)C[C@H]1c2cc(F)ccc2S(=O)(=O)N1C1CCCC1	0	-3	0	10	-11	-10	-8	28
52	O=C(NC(=S)Nc1nc(-c2ccccc2)cs1)c1ccco1	-1	-7	-1	-2	13	-6	4	11
53	O=C(CN1C(=O)NC2(CCCCC2)C1=O)Oc1ccc2ccc(=O)oc2c1	-11	-17	-48	12	3	3	2	i
54	O=C(COc1ccccc1)OCC(=O)c1c[nH]c2ccccc12	-6	-1	-7	-11	-5	-5	8	i
55	O=C1NC(=S)S/C1=C\c1cc2ccccc2nc1N1CCCCC1	25	28	76*	-22	0	2	6	8
56	Cn1cc(S(=O)(=O)Nc2ccc(OC(F)(F)F)cc2)c(=O)n(C)c1=O	6	15	4	7	4	-3	-18	12
57	O=C1Cc2cc(S(=O)(=O)NCc3ccccc3Cl)cc3c2N1CCC3	7	3	-4	1	-3	-1	18	10
58	COc1ccc(N(CC(=O)NC(C)(C)C)S(=O)(=O)c2ccccc2)cc1OC	-8	-10	1	-4	-8	-6	-12	4
59	CCCCn1c(CN2CCOCC2)nc2c1c(=O)n(C)c(=O)n2C	4	-4	1	3	6	-3	-5	6
60	Clc1ccc(-n2nnc(-c3cccnc3)n2)cc1Cl	19	62*	3	5	51*	-14	-3	17
61	O=C(COc1ccccc1-c1ccccc1)NCc1ccco1	8	9	1	2	0	-3	3	6

Molecules above that contain a furan ring, fused or not, in the order listed:
#	mol	SENP8 block-2	SENP6 block	SENP1 inh	UBC13 inh	SENP7 block	APOBEC3G inh	Apaf-1 inh	SENP8 block-1
19	CCOc1ccccc1N(C(=O)Cn1nnnc1-c1ccc(C)o1)C(CC)C(=O)NC(C)(C)C (configuration not stated)	0	11	-2	2	6	-4	10	-2
47	Cc1cc(NC(=O)CCCSc2nc(-c3ccco3)cc(C(F)(F)F)n2)n(-c2ccccc2)n1	-5	-7	-8	-16	-5	-2	26	-34
52	O=C(NC(=S)Nc1nc(-c2ccccc2)cs1)c1ccco1	-1	-7	-1	-2	13	-6	4	11
61	O=C(COc1ccccc1-c1ccccc1)NCc1ccco1	8	9	1	2	0	-3	3	6

Record cards, as listed above.
COc1cccc(OC)c1C(=O)Nc1ccc2c3c(cccc13)CC2 is listed with SENP8 block-2: 2; SENP6 block: 27; SENP1 inh: -1; UBC13 inh: 0; SENP7 block: 2; APOBEC3G inh: -6; Apaf-1 inh: 5; SENP8 block-1: 10
O=C(COc1ccccc1-c1ccccc1)NCc1ccco1 is listed with SENP8 block-2: 8; SENP6 block: 9; SENP1 inh: 1; UBC13 inh: 2; SENP7 block: 0; APOBEC3G inh: -3; Apaf-1 inh: 3; SENP8 block-1: 6
O=C(NCCn1cc(SCc2ccccc2)c2ccccc21)c1ccccc1F is listed with SENP8 block-2: -13; SENP6 block: -13; SENP1 inh: 0; UBC13 inh: 15; SENP7 block: 0; APOBEC3G inh: -6; Apaf-1 inh: 14; SENP8 block-1: 11
